Bioassay records deposited in PubChem BioAssay by several laboratories.
GRK2 aptamer HTS = human GRK2 inhibition via aptamer displacement; 330,000 tested, 0.59% active; inhibition of aptamer binding, % at 10 µM; P25098; bead flow cytometry, FAM-aptamer displacement from GRK2;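 active = inhibition of aptamer binding above 40%, roughly 3 SD of noise, on plates passing a quality check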;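 note: median bead fluorescence of bound FAM aptamer so fluorescent compounds give negative values; no value below 0 was filed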
MEX-5 binding = C. elegans MEX-5 TCR-2 RNA binding activity; AID 1832; activity score (negative = inhibition of binding), % at 10 µM; 300,000 tested, 0.38% active; MEX-5/FITC-TCR2 RNA binding, fluorescence polarization; hits give low values; Q9XUB2;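 active = inhibition past about -25% in most replicates, and total fluorescence under double the plate's negative control median, limit read from the data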;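 note: 0% = DMSO and -100% = 5 µM competing unlabeled TCR2 RNA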
GLD-1 TGE inh = GLD-1-TGE RNA interaction inhibition (C. elegans); Q17339; inhibition, % at 5.96 µM; 320,000 tested, 0.44% active; purified GLD-1 + fluorescein TGE RNA, fluorescence polarization;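 active = percent inhibition above a per-plate cutoff, the plate mean of test compounds plus 3 SD, cut at about 30% in these data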;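 note: 0% = DMSO wells with GLD-1 and probe and 100% = wells lacking GLD-1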
Target sequence (Q17339 whole entry, looked up): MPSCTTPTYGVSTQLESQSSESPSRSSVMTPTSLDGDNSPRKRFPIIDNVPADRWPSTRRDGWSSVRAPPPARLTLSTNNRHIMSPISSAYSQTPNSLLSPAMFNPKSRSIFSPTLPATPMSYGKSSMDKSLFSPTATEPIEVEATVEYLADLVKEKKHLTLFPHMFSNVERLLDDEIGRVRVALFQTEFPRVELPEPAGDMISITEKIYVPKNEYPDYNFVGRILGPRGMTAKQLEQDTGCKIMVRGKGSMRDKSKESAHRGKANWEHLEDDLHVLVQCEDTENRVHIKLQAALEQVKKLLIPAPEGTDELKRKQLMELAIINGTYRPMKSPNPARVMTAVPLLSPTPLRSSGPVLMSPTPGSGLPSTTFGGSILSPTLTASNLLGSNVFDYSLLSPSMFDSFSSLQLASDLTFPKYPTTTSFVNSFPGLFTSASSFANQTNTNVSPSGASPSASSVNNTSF
AGP1 TOR yeast = yeast TOR pathway AGP1-GFP modulation. S. cerevisiae AGP1-GFP multiplex flow cytometry, 3 h; GFP as percent of DMSO wells. GFP response vs DMSO, % at 10 µM. 320,000 tested, 0.02% active;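 active = GFP response relative to DMSO above a set limit, near screen average plus 3 SD, cut at about 150% in these data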;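 note: median GFP channel fluorescence of the gated AGP1 strain per well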
MCL1-BIM inh = disrupts human MCL1 binding to BIM-BH3 peptide; GST-MCL1 / FITC-Bim-BH3 fluorescence polarization; 320,000 tested, 0.68% active; Q07820; AID 2057; inhibition, % at 10.9 µM;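 active = inhibition above the mean inhibition of all tested compounds plus 3 SD, set per campaign, cut at about 40% in these data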;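 note: 0% = DMSO wells and 100% = unlabeled Bim-BH3 peptide control; higher means more loss of mP so more displacement of Bim peptide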
Target sequence (Q07820 whole entry, looked up): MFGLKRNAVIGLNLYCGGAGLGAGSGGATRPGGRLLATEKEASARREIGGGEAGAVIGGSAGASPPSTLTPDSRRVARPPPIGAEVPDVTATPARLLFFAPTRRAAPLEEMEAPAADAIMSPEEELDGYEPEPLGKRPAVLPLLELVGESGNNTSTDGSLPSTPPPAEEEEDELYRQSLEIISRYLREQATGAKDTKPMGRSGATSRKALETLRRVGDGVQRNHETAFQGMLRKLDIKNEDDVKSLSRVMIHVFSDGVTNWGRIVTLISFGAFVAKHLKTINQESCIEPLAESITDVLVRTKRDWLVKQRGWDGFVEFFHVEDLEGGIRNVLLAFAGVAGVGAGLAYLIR
VLA-4 inh = inhibition in a human VLA-4 binding assay; P13612; VLA-4 expressing cells, ligand binding flow cytometry; inhibition, % (about 7 µM as worked out from the volumes in the protocol); 330,000 tested, 0.2% active; AID 2557; in the data active = inhibition above about 50%
CIT2 TOR yeast = yeast TOR pathway CIT2-GFP modulation; S. cerevisiae CIT2-GFP strain, flow cytometry, 3 h; 100 means same as DMSO wells; GFP response vs DMSO, % at 10 µM; 320,000 tested, 0.065% active; AID 2029;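 active = GFP response relative to DMSO above a set limit, near the screen mean plus 3 SD, cut at about 150% in these data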;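 note: ratio of well median GFP fluorescence to mean of DMSO wells on the plate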
Fam108B inh = Fam108B inhibition, counter-screen for RBBP9 inhibitors | 300,000 tested, 0.33% active | recombinant Fam108B, FP-Rh probe fluorescence polarization | inhibition, % at 9.51 µM | AID 1947;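 active = inhibition above the screen mean inhibition plus 3 SD, computed separately per campaign, cut at about 18% in these data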;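 note: inhibitors lower polarization as less probe binds the enzyme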
BCLXL inh = blocks human Bcl-xL binding to Bim BH3 peptide; Q07817; GST-Bcl-xL / FITC-Bim BH3 peptide fluorescence polarization; inhibition, % at 10.9 µM; 320,000 tested, 0.7% active;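 active = inhibition above the mean of all tested compounds plus 3 SD, cutoff set per campaign, cut at about 30% in these data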;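 note: 0% = DMSO wells and 100% = unlabeled Bim-BH3 peptide competitor; inhibitors lower millipolarization by displacing the labeled peptide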
Target sequence (Q07817 whole entry, looked up): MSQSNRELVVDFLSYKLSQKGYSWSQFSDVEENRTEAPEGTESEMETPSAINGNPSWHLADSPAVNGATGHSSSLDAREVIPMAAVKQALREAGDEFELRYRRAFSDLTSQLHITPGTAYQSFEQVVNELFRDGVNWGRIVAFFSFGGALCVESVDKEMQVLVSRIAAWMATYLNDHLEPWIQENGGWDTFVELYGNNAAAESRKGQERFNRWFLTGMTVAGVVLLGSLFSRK
Active calls of the source: *; x = not tested or not shown.

SMILES	GRK2 aptamer HTS	MEX-5 binding	GLD-1 TGE inh	AGP1 TOR yeast	MCL1-BIM inh	VLA-4 inh	CIT2 TOR yeast	Fam108B inh	BCLXL inh
CCC(=O)Nc1nnc(-c2ccco2)o1	0	-1.2	4	103	-5	14	96	-3	-3
CC1CN(S(=O)(=O)c2ccc(NC(=O)CCN3C(=O)c4ccccc4C3=O)cc2)CC(C)O1 (stereo unspecified)	2	-0.3	3	110	-2	-2	x	-3	4
O=C(CSc1nc2ccccc2c(=O)n1CCCN1CCOCC1)Nc1ccc2c(c1)OCO2	0	-0.2	-4	103	-16	8	102	1	-8
CCCSc1nc(C)c2cc(C)cc(C)c2n1	0	0.4	3	100	-6	12	98	-5	1
COc1cc(CC(=O)Nc2nc(-c3ccc(F)c(F)c3)cs2)cc(OC)c1OC	1	-1.4	4	97	6	-4	95	-15	5
CC[n+]1c(C)n(-c2ccccc2)c2ccc(NC(C)=O)cc21	0	-3.1	1	96	-17	5	97	0	-8
CCOc1ccc(S(=O)(=O)NCc2ccccc2Cl)cc1C(N)=O	0	-1.1	-1	106	-10	15	104	3	-4
CC(C)(C)[C@@H]1CCC(=O)N(CC[C@H](N=[N+]=[N-])c2ccccc2)CC1	4	-0.5	6	78	-2	8	66	-1	0
CC(=O)Nc1cc(C(=O)O)ccc1S(=O)(=O)c1ccc(C)cc1	0	3.2	-1	x	-2	6	105	2	4
CC(=C1C(=O)c2ccccc2C1=O)N1CCC(C(N)=O)(N2CCCCC2)CC1	0	-2.1	2	107	21	4	96	-1	28
COc1cc2cc(CCOC(=O)c3ccc(F)cc3)oc(=O)c2cc1OC	3	x	-5	92	4	2	90	x	4
CC(C)NC(=O)CC(=O)N/N=C/c1ccc(Br)cc1	5	0.7	10	103	1	19	96	-3	2
CN1CCC(N(C)CC(=O)Nc2ccccc2N2CCOCC2)CC1	0	-2.5	5	x	3	-1	82	1	5
Cc1c2c(nc3c(C(=O)NC4CCCC4)cnn13)CCCC2	1	0.5	3	85	-4	-4	95	3	0
CN(Cc1ccco1)S(=O)(=O)c1ccc(CN2C(=O)c3cccnc3C2=O)s1	0	-0.9	-2	101	-3	0	101	1	4
C/C(Cl)=C\Cn1c(Nc2cccc(C)c2)nc2c1c(=O)n(C)c(=O)n2C	4	-0.8	0	101	0	15	92	-1	3
CCOc1ccc(C2CC(c3ccccc3C)n3nc(N)nc3N2)cc1 (stereo unspecified)	1	-8.9	6	114	3	2	107	-4	4
c1ccc(-c2cn3nc(-c4ccccc4)sc3n2)cc1	2	1.2	1	98	1	2	104	0	4
COc1ccccc1N1CCN(C2=NS(=O)(=O)c3ccccc32)CC1	0	0.1	-4	99	2	1	93	0	-1
COc1cccc(NC2c3ccccc3C(=O)N2Cc2ccco2)c1 (stereo unspecified)	0	-0.4	5	95	-1	-2	96	-2	3
CCC(C)NC(=O)c1ccccc1NC(=O)c1ccc(CSc2ccccc2)cc1 (stereo unspecified)	4	1.6	5	103	15	-11	88	-7	6
CC(C)C(c1nnnn1C(C)(C)C)N1CCN(c2cccc(Cl)c2)CC1 (stereo unspecified)	0	1.0	-3	105	7	-10	97	1	0
O=c1[nH]c(/C=C\c2ccccc2F)nc(O)c1[N+](=O)[O-]	3	0.0	1	100	10	-4	98	1	1
O=C1C(=C2SCCCS2)CC/C1=C\c1ccc(F)cc1	4	0.3	-3	97	6	7	87	2	5
COC(=O)c1ccccc1NC(=O)C1CCCN(S(=O)(=O)c2ccc(F)cc2)C1 (stereo unspecified)	2	-0.6	3	99	7	19	107	1	9
c1ccc(Sc2ncnc3ccccc23)cc1	1	1.1	1	91	6	-2	94	0	6
CCOC(=O)NC(=S)Nc1ccc(C(C)(C)C)cc1Br	x	-0.5	5	100	11	2	98	0	4
NS(=O)(=O)c1ccc(NC(=O)COC(=O)/C(=C/c2cccs2)c2cccs2)cc1	9	-2.1	-1	98	-4	-4	98	-8	-2
CC1(C)C(=O)CC[C@@]2(C)[C@H]1CC[C@@]1(C)CC3=C(CC[C@@H]12)[C@@]1(C)CCC(=O)C(C)(C)[C@@H]1CC3	0	x	-2	102	8	-19	101	1	9
COc1cc2c(cc1OC)CN(CC(=O)Nc1ccc(F)cc1)C(C(=O)O)C2 (stereo unspecified)	0	-0.1	1	103	-6	14	114	-2	-6
Cc1cc(C)c(CN2CCC(n3nccc3NC(=O)c3ccccc3Cl)CC2)cc1C	0	-4.9	2	97	3	12	95	0	6
N#Cc1ccc(OCC(=O)NN2Cc3ccccc3C2=N)cc1	0	2.7	9	101	2	-4	95	-2	1
CCCCCCSc1cccc(-c2nc3cc(C)ccn3c2NC2CCCCC2)c1	0	2.8	-1	97	4	-8	98	0	3
Cc1ccsc1C(=O)Nc1cccc(-n2cnnn2)c1	1	-4.1	7	90	0	6	102	-3	4
O=C(CSc1nnnn1-c1ccc2c(c1)OCCO2)Nc1nc2c(s1)CCCC2	2	0.5	3	96	8	10	95	2	11
CN1C(=O)C2(N=c3ccccc3=N2)c2ccccc21	0	-3.7	-1	85	6	0	92	-1	11
O=C(COC(=O)CSCc1ccccc1)NCc1ccccc1	0	0.7	-1	108	0	0	120	-1	2
O=C(NCCSCc1ccco1)Nc1ccc(Cl)cc1	0	1.6	7	98	-3	25	91	-4	7
COc1ccc(C(=O)C2CCCN(C(=O)c3c4c(nn3C)CCCC4)C2)cc1F (stereo unspecified)	0	-1.7	4	89	7	-6	88	-4	1
Cc1cc(C(=O)CN2C(=O)NC3(CCCc4ccccc43)C2=O)c(C)n1Cc1ccccc1 (stereo unspecified)	0	2.9	4	84	3	0	77	-10	-1
CCC(C)n1[nH]c(=O)c2c(C)cc(C)nc21 (stereo unspecified)	2	4.1	-8	102	-5	-16	98	1	2
Nc1nc(-c2ccco2)nn1C(=O)CCc1ccccc1	0	3.2	8	95	-3	-2	113	-2	3
Cc1c(-n2cc(C(=O)c3cc(Br)ccc3O)cc(C#N)c2=O)c(=O)n(-c2ccccc2)n1C	0	4.0	-3	102	-1	-19	97	-13	-2
CSc1nc2ccccc2c(=O)n1C1CCOC(C)(C)C1 (stereo unspecified)	3	-1.7	-3	92	0	-4	85	3	8
O=C1C(Cl)=C(N2CCOCC2)C(=O)N1c1cccc(Cl)c1	3	-4.1	5	95	6	7	91	2	8
CCOc1ccc(NC(=O)C2CCN(S(C)(=O)=O)CC2)cc1	0	0.5	3	91	-10	13	97	-2	-2
CCn1c(C)nc2cc(C(=O)N/N=C/c3ccc(OC)c(O)c3)ccc21	1	-0.3	1	99	4	15	101	-4	8
Cc1cc(C)c2oc(C(=O)NCCc3ccc(S(N)(=O)=O)cc3)cc(=O)c2c1	5	-0.9	0	105	3	9	102	-1	2
COc1ccc(C(=O)NC(=S)N2CCN(c3ccccc3O)CC2)cc1	0	x	4	95	x	9	94	x	x
Cc1ccc(-c2nc(NC(=O)CSc3ncn[nH]3)ns2)cc1	0	1.0	1	98	6	-9	103	7	2
COc1cccc(NS(=O)(=O)c2cc3c4c(c2)CCC(=O)N4CCC3)c1	3	1.2	0	118	3	4	103	0	2
COc1ccccc1CNC(=O)CN1C(=O)COc2ccc(S(=O)(=O)N3CCCCC3)cc21	0	2.5	8	111	5	12	108	-2	3
CC(=O)Nc1ccc(OCC(O)Cn2nc(C)nc2C)cc1 (stereo unspecified)	0	-0.5	5	110	-1	-4	101	-4	-2
COc1ccc(NS(=O)(=O)c2cccc(C(=O)NCC(c3ccc(F)cc3)N3CCOCC3)c2)cc1 (stereo unspecified)	0	0.2	0	81	7	11	88	0	5
COC(=O)C[C@H]1c2cc(F)ccc2S(=O)(=O)N1C(C)C	0	-0.5	-1	107	4	-4	97	0	4
Cc1cn(S(=O)(=O)c2cc(Br)ccc2Br)cn1	0	0.4	6	108	-2	2	104	-2	0
COc1cccc(C2=NOC(C(=O)Nc3cccnc3Cl)C2)c1OC (stereo unspecified)	7	1.3	2	99	2	3	101	1	1
Cc1cc(Nc2cccc([N+](=O)[O-])c2)c2ccccc2n1	0	-0.5	5	97	5	-2	107	3	-2
COc1ccc(NC(=O)Nc2ccc3c(c2)C(=O)N([C@H](C)CO)C[C@H](C)[C@@H](CN(C)C(=O)Nc2c(C)noc2C)O3)cc1	10	x	4	101	x	-11	105	x	x
N#Cc1c(-c2cccs2)cc(-c2cccs2)[nH]c1=O	0	-11	-2	104	-2	0	98	-5	-3

The results go on:
SMILES	GRK2 aptamer HTS	MEX-5 binding	GLD-1 TGE inh	AGP1 TOR yeast	MCL1-BIM inh	VLA-4 inh	CIT2 TOR yeast	Fam108B inh	BCLXL inh
COc1cc(-c2ccc3oc(-c4ccsc4)cc3c2)cc(OC)c1OC	0	2.9	2	89	14	-20	92	3	5
O=C(NCc1cccs1)C(=O)NCC(c1ccco1)N1CCN(c2ccccc2F)CC1 (stereo unspecified)	0	0.9	-1	87	-4	11	83	-7	0
Nc1nc(-c2cccnc2)nn1S(=O)(=O)c1ccccc1	0	0.2	-3	100	5	-3	98	-4	4
COC(=O)c1cc(NC(=O)c2nccnc2C(=O)O)cc(C(=O)OC)c1	3	2.9	3	103	-6	-12	106	2	1
O=C(COC(=O)C1=COCCO1)Nc1ccc(Br)cc1Br	2	x	-3	83	x	1	84	x	x
CCOC(=O)c1sc(NC(=O)CCN2C(=O)C3CCCCC3C2=O)cc1C (stereo unspecified)	1	x	1	107	-6	1	97	x	0
O=C(c1ccc(-n2cncn2)c([N+](=O)[O-])c1)N1CCN(S(=O)(=O)c2cccc(F)c2)CC1	1	0.8	2	104	1	9	100	3	-1
COc1ccc2oc(C(=O)NCc3cc(OC)c(OC)cc3OC)c(C)c2c1	1	2.3	3	102	2	-6	107	-3	1
CCC(C)(C)NC(=O)C(c1cccn1C)N(C(=O)Cn1nnc2ccccc21)c1ccccc1OC (stereo unspecified)	0	0.9	3	99	2	1	103	0	1
O=C(Nc1ccc(N2CCCCC2)cc1)c1cccnc1	0	0.7	-6	94	-3	1	96	-6	-1
Cc1ccc(OCC2Cn3c(nc4c3c(=O)[nH]c(=O)n4C)O2)cc1 (stereo unspecified)	3	-0.9	2	103	2	1	101	-2	2
COc1ccc(OC)c(/C=C/C(=O)N2C(=O)c3cccc(N)c3C2=O)c1	0	0.5	4	92	10	13	93	-4	24
CC(NC(=S)Nc1ccc(OC(F)F)cc1OC(F)F)C(C)(C)C (stereo unspecified)	0	1.8	-4	98	5	4	93	6	2
COc1ccc(-c2cc(=O)oc3c(C)c(OCC(=O)N(C)C)ccc23)cc1	0	-1.8	-8	93	-7	8	110	3	0
CCNC(=O)NC(=O)C(C)On1nnc2ccc(S(=O)(=O)N(CC)CC)cc21 (stereo unspecified)	2	1.9	-1	98	-1	16	97	1	2
CC(=O)Nc1ccc(OCC(O)Cn2c(CO)nc3ccccc32)cc1 (stereo unspecified)	0	2.0	1	96	4	8	101	-1	6

Filtered by structure: the entries above containing a nitro group on carbon
SMILES	GRK2 aptamer HTS	MEX-5 binding	GLD-1 TGE inh	AGP1 TOR yeast	MCL1-BIM inh	VLA-4 inh	CIT2 TOR yeast	Fam108B inh	BCLXL inh
O=c1[nH]c(/C=C\c2ccccc2F)nc(O)c1[N+](=O)[O-]	3	0.0	1	100	10	-4	98	1	1
Cc1cc(Nc2cccc([N+](=O)[O-])c2)c2ccccc2n1	0	-0.5	5	97	5	-2	107	3	-2
O=C(c1ccc(-n2cncn2)c([N+](=O)[O-])c1)N1CCN(S(=O)(=O)c2cccc(F)c2)CC1	1	0.8	2	104	1	9	100	3	-1

Rows are unselected (roughly 2.2% active in at least one column).
